Assay outcomes: PubChem BioAssay, several laboratories
CCHF vOTU inh: blocks the CCHF virus ovarian tumor domain protease | AID 651958 | CCHFV vOTU protease, Pep-AMC fluorescence | inhibition, % at 11.5 µM | actives 0.55% (n = 370,000); in the data active means inhibition above about 30%; further: 0% = vehicle wells with enzyme and 100% = no enzyme wells
Anthrax LF prot: anthrax lethal factor protease inhibition; P15917; multiplex microsphere protease cleavage assay, LF; inhibition, % at 10 µM; actives 0.12% (n = 360,000); AID 588501; further: plate controls were buffer without enzyme for full effect and enzyme alone for no effect
Target sequence (P15917 whole entry, looked up): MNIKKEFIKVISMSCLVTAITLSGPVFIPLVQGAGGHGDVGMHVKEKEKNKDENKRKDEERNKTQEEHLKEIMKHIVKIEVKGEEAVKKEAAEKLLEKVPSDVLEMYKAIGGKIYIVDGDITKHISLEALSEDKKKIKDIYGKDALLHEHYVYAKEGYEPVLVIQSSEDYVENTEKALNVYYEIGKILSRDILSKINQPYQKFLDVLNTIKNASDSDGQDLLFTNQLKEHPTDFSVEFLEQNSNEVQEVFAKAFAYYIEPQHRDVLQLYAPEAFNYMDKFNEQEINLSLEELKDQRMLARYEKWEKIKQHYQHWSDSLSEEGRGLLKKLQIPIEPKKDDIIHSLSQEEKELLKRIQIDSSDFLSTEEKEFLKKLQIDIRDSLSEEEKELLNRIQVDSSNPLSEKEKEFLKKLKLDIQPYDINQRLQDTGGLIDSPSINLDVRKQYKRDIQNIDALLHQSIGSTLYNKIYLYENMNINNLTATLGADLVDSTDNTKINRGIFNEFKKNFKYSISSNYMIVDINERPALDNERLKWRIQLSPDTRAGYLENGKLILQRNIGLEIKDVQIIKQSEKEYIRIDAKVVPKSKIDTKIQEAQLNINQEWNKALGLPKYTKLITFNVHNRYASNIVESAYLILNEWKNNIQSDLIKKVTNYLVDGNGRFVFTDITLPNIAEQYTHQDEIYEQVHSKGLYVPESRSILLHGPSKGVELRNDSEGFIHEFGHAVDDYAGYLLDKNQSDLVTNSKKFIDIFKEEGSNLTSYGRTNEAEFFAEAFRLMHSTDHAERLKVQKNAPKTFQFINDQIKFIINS
PfHsp40 yeast: compounds rescuing yeast from Plasmodium falciparum HSP40 toxicity; S. cerevisiae expressing PfHsp40, growth rescue, ATP luminescence; actives 0.68% (n = 340,000); AID 504582; growth rescue, % at 12.5 µM; in the data active means growth rescue above about 28%, passing the limit was not always enough; inconclusive means no clear call, values can overlap the other calls;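 further: yeast W303a lacking pdr1 and pdr3 grown in galactose medium; growth measured after three days at 30 °C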
BoNT-F LC inh: blocks Botulinum neurotoxin F light chain protease; Multiplex microsphere protease cleavage assay, flow cytometry; inhibition, % at 10 µM; actives 0.22% (n = 360,000); in the data active means inhibition above about 35%, passing the limit was not always enough; inconclusive means no clear call, values can overlap the other calls; further: plate controls were buffer without enzyme for full effect and enzyme alone for no effect
BoNT A protease: BoNT A light chain protease inhibition. actives 0.17% (n = 360,000). multiplex microsphere protease substrate cleavage, flow cytometry. AID 588499. inhibition, % at 10 µM; further: plate controls were buffer without enzyme for full effect and enzyme alone for no effect
Yp Topo-I inh: inhibitors of Yersinia pestis topoisomerase I | Y. pestis Topo-I cleavage product accumulation, plate reader | activity, % at 10 µM | actives 0.064% (n = 360,000) | AID 504884; in the data active means activity above about 50%, passing the limit was not always enough; inconclusive means no clear call, values can overlap the other calls; further: inactives centre near 2
TcdB GH inh: blocks C. difficile toxin B glycohydrolase activity. TcdB glycohydrolase enzymatic assay, plate reader. actives 0.24% (n = 350,000). inhibition, % at 9.99 µM. P18177; in the data active means inhibition above about 10%
FadD28 FP inh: inhibitors of Mycobacterium tuberculosis FadD28 bisubstrate binding; FadD28 bisubstrate probe binding, fluorescence polarization; inhibition, % at 12.5 µM; actives 0.22% (n = 360,000); in the data active means inhibition above about 8.5%, passing the limit was not always enough; inconclusive means no clear call, values can overlap the other calls
PrPC TRFRET: inhibitors of human cell surface prion protein PrPC | actives 0.43% (n = 370,000) | AID 720596 | TR-FRET read-out | inhibition, % at 13.8 µM | P04156; in the data active means inhibition above about 24%; further: 0% = median of the test wells and 100% = reference compound wells
Active calls of the source: *; ? = inconclusive; . = no result given. Unless noted, no stated cut-off is given here; in the data, active means inhibition above about 30%; inconclusive means no clear call, values can overlap the other calls; inactive means below that. Rows were taken by chance; 2.3% or so of the library scored in one or more.

| # | SMILES | CCHF vOTU inh | Anthrax LF prot | PfHsp40 yeast | BoNT-F LC inh | BoNT A protease |
| --- | --- | --- | --- | --- | --- | --- |
| 1 | CC1CCC(C(C)C)C(OCC(O)CN2CCN(Cc3ccccc3)CC2)C1 (stereo not drawn) | 22 | -1 | -0.6 | 9 | 0.5 |
| 2 | O=C(CCNS(=O)(=O)c1ccc2ccccc2c1)NCCOc1ccccc1 | 3 | ? | 1.0 | -4 | 0.8 |
| 3 | CCOC(=O)c1c(C)[nH]c(C(=O)NCCc2ccc(OC)c(OC)c2)c1C | 9 | -6 | -0.8 | -7 | 0.2 |
| 4 | O=C(Nc1ccccc1C(=O)O)c1cc(S(=O)(=O)N2CCCCC2)c(Cl)cc1Cl | 12 | -2 | -0.7 | 4 | -1.9 |
| 5 | O=C(Nc1ccccc1N1CCOCC1)c1cc(Cl)c2c(c1)OCO2 | 9 | -1 | -1.8 | 3 | 0.0 |
| 6 | CCCCn1c(N)c(N(CC(C)C)C(=O)C2=NN(c3ccccc3)C(=O)CC2)c(=O)[nH]c1=O | 13 | -4 | 0.6 | 8 | 0.5 |
| 7 | Cc1ccc(N2C(=O)NC(C(F)(F)F)(C(F)(F)F)C3=C2CC(C)(C)CC3=O)cc1 | -30 | 0 | 0.0 | -1 | -0.1 |
| 8 | Cc1cccc(NC(=O)Nc2cc(C)cc(C)n2)c1 | 2 | -2 | 1.0 | -5 | -1.3 |
| 9 | CCC(C(=O)NCCc1ccc(C)cc1)n1nc(C)c2c(C)n(-c3ccccc3)nc2c1=O (stereo not drawn) | 8 | 0 | 0.7 | -2 | 0.6 |
| 10 | CCC1=NN2C(=N)/C(=C\c3ccc(OCCOc4ccc(NC(C)=O)cc4)c(OC)c3)C(=O)N=C2S1 | -5 | -5 | 4.3 | -8 | -2.2 |
| 11 | COc1ccccc1/C=C1/C(=N/O)C2CCN1CC2 | 12 | -3 | 0.2 | 0 | -0.3 |
| 12 | Cc1nc2sccn2c(=O)c1S(=O)(=O)NC(C)c1ccccc1 (stereo not drawn) | 1 | 5 | -1.1 | 4 | -0.4 |
| 13 | COc1ccc(NC(=O)C2CCC(CNC(=O)[C@@H]3Cc4ccccc4CN3)CC2)cc1 (stereo partly drawn) | -1 | 1 | 0.5 | -6 | -1.5 |
| 14 | COc1ccccc1C1C2=C(CC(C)(C)CC2=O)Nc2nnnn21 (stereo not drawn) | 4 | 1 | -1.6 | -6 | -0.3 |
| 15 | O=C(c1ccc(CS(=O)(=O)c2c(Cl)cccc2Cl)o1)N1CCCC1 | -4 | 0 | 0.6 | -5 | -0.6 |

| # | Yp Topo-I inh | TcdB GH inh | FadD28 FP inh | PrPC TRFRET |
| --- | --- | --- | --- | --- |
| 1 | 23 | . | -3.5 | 13 |
| 2 | 16 | 1.3 | -3.0 | -9 |
| 3 | -1 | 0.6 | -2.3 | 4 |
| 4 | 12 | -13 | -14 | 15 |
| 5 | 2 | 1.4 | -1.1 | 2 |
| 6 | 2 | 0.3 | -0.7 | -4 |
| 7 | -8 | -0.2 | -1.8 | -4 |
| 8 | -5 | 1.3 | -6.6 | 2 |
| 9 | 31 | 0.3 | 1.3 | 5 |
| 10 | 3 | -0.3 | 0.5 | 8 |
| 11 | -7 | . | 0.1 | -2 |
| 12 | 10 | -0.2 | -0.5 | -7 |
| 13 | 3 | -0.6 | -1.3 | -6 |
| 14 | 6 | . | -2.1 | 5 |
| 15 | 4 | 1.3 | -1.0 | 0 |

Remaining list, next part.
| # | SMILES | CCHF vOTU inh | Anthrax LF prot | PfHsp40 yeast | BoNT-F LC inh | BoNT A protease |
| --- | --- | --- | --- | --- | --- | --- |
| 16 | COc1ccc(OC)c(C2=NOC(C(=O)Nc3cc(C)on3)C2)c1 (stereo not drawn) | 13 | 1 | 0.0 | 2 | 0.0 |
| 17 | Cc1ccc(S(=O)(=O)N2CCOCC2)cc1C(=O)NC1CCCCCC1 | 12 | -1 | -1.8 | -1 | -2.8 |
| 18 | COc1cc(/C=N\Nc2nncn2N)ccc1OC(C)=O | 90* | 10 | -2.6 | ? | -5.1 |
| 19 | CCOC(=O)C1(c2ccccc2)NC(c2ccccc2C)C2C(=O)N(c3ccc4c(c3)OCO4)C(=O)C21 (stereo not drawn) | -11 | 0 | -1.3 | -1 | -0.1 |
| 20 | COc1ccc(CC(N)c2csc(NC(=O)c3cccc(OC(F)(F)F)c3)n2)cc1 (stereo not drawn) | 7 | 4 | . | -18 | 0.2 |
| 21 | COc1ccccc1C1=CN(Cc2ccccc2)CCC1=O | 9 | -8 | 0.7 | -9 | -0.8 |
| 22 | CCOC(=O)C1CCCN(C(=O)c2cc3nc(-c4ccc5c(c4)OCO5)cc(C(F)(F)F)n3n2)C1 (stereo not drawn) | -6 | 3 | 0.7 | -1 | 4.9 |
| 23 | COc1ccc2c(CC(=O)OCC(=O)NC(N)=O)coc2c1 | -6 | 4 | -0.9 | -2 | 1.0 |
| 24 | CCCc1oc2c(c(=O)c1CC)C(=O)CC(C)(C)C2 | 5 | -7 | -0.4 | -5 | 0.6 |
| 25 | COc1ccc(CC(=O)Nc2nc(-c3ccncc3)cs2)cc1 | -5 | -1 | -0.6 | -2 | -0.1 |
| 26 | CC(=O)c1ccc(NS(=O)(=O)c2ccc(N)cc2)cc1 | 6 | 0 | 0.7 | -3 | -0.7 |
| 27 | COc1ccc(CCN(Cc2cccs2)S(=O)(=O)c2ccc(S(=O)(=O)N3CCC(C)CC3)cc2)cc1OC | -3 | 0 | -1.6 | 2 | 0.3 |
| 28 | CC(=O)c1cccc(N(CC(=O)NCC2CCCO2)C(=O)CCC(=O)Nc2cc(C)on2)c1 (stereo not drawn) | -1 | -1 | 0.5 | -11 | 1.2 |
| 29 | CC1(C2CC2)NC(=O)N(CC(=O)N2CCN(c3ccccc3F)CC2)C1=O (stereo not drawn) | 5 | -1 | . | 6 | 0.4 |
| 30 | CCCn1c(=O)[nH]c2ccccc21 | -1 | -4 | -0.8 | -6 | -0.3 |

| # | Yp Topo-I inh | TcdB GH inh | FadD28 FP inh | PrPC TRFRET |
| --- | --- | --- | --- | --- |
| 16 | 6 | 0.8 | 0.3 | -7 |
| 17 | -3 | -4.7 | -1.5 | 5 |
| 18 | 5 | 0.1 | 2.1 | 5 |
| 19 | 28 | . | -2.8 | 0 |
| 20 | -13 | 0.8 | -0.3 | -7 |
| 21 | 10 | 1.8 | -3.5 | 1 |
| 22 | 10 | . | -2.7 | 1 |
| 23 | 1 | -0.1 | -0.8 | -2 |
| 24 | -2 | . | -0.3 | 9 |
| 25 | 2 | 1.1 | -3.9 | -3 |
| 26 | 11 | -1.5 | -0.8 | 9 |
| 27 | -4 | . | -4.5 | 5 |
| 28 | 2 | . | -1.2 | -2 |
| 29 | 6 | 0.8 | -0.5 | 6 |
| 30 | -3 | . | -3.3 | 8 |

The list continues.
| # | SMILES | CCHF vOTU inh | Anthrax LF prot | PfHsp40 yeast | BoNT-F LC inh | BoNT A protease |
| --- | --- | --- | --- | --- | --- | --- |
| 31 | O=S(=O)(c1ccc(Cl)s1)N1CCN(CCc2ccccc2)CC1 | -10 | -1 | 4.6 | 4 | 2.3 |
| 32 | O=C(O)c1cc(-c2ccc(Cl)cc2)n[nH]1 | -8 | -2 | 0.4 | 0 | -0.6 |
| 33 | O=C(O)c1cc(Br)ccn1 | 2 | 1 | -0.2 | 0 | 0.1 |
| 34 | CN(C)S(=O)(=O)c1ccc(C(=O)Nc2cc(S(=O)(=O)Nc3ccccc3Cl)ccc2N2CCCCC2)cc1 | 9 | 0 | 0.8 | -6 | 0.1 |
| 35 | COCCNC(=O)c1snc2ccc(Cl)cc12 | -22 | -3 | -0.8 | -16 | -1.7 |
| 36 | Cc1[nH]c2ccccc2c1C(=O)COC(=O)c1ccccc1O | 9 | 0 | -0.9 | -2 | -0.9 |
| 37 | CC(Oc1ccc2c3c(c(=O)oc2c1)CCCC3)C(=O)NCC(O)c1ccccc1 (stereo not drawn) | -12 | -3 | 0.5 | 4 | 1.7 |
| 38 | Cc1ccc(C(C)C)cc1OCCCCN1CCCC1 | 9 | -2 | 0.0 | -6 | -0.6 |
| 39 | N#Cc1c(N)n(CCNC(=O)c2ccc(Cl)cc2)c2nc3ccccc3nc12 | -185 | 1 | -1.9 | 9 | 7.9 |
| 40 | Cc1cc(C)nc(N/N=C/C2=C(N3CCOCC3)C(=C\c3ccc(Cl)cc3)/CC2)n1 | -13 | -1 | 0.9 | -1 | 1.2 |
| 41 | CCc1nc(C(N)=O)c2[nH]c(=O)n(-c3ccc(OC)cc3OC)c2n1 | . | 0 | -1.1 | -3 | 0.8 |
| 42 | Cn1ccnc1C1CCCCN1Cc1nc(-c2ccc(Cl)cc2)no1 (stereo not drawn) | 7 | -6 | -0.8 | -5 | -1.0 |
| 43 | Cc1cc(C(=O)OC(C)C(=O)N2CCc3ccccc32)ccc1[N+](=O)[O-] (stereo not drawn) | 0 | -1 | 0.8 | -2 | -1.6 |
| 44 | CC(CCN1C(Nc2ccccc2)=NC[C@@H]1Cc1ccccc1)c1ccccc1 (stereo partly drawn) | 4 | -9 | -0.5 | -18 | -0.6 |
| 45 | Cc1cccc(-c2nnc(SCC#N)n2-c2cccc(Cl)c2)c1 | 9 | -5 | 0.4 | -16 | -0.4 |
| 46 | CCOC(=O)c1ccc(CNC(=O)C2CCC(=O)N(CCc3ccccc3)C2)o1 (stereo not drawn) | 0 | 2 | -0.9 | 6 | 0.1 |
| 47 | Cc1ccc(NC(=O)CCSc2nnc3ccccn23)cc1 | -4 | -5 | -1.9 | -4 | -0.9 |
| 48 | CCOC(=O)N1CCC(NCCNC(=O)c2ccc(F)cc2)CC1 | -3 | -6 | -0.1 | -3 | -1.1 |

| # | Yp Topo-I inh | TcdB GH inh | FadD28 FP inh | PrPC TRFRET |
| --- | --- | --- | --- | --- |
| 31 | 7 | 2.2 | 1.5 | 4 |
| 32 | 2 | . | -4.3 | 2 |
| 33 | 0 | -0.2 | -0.5 | 5 |
| 34 | 11 | . | -0.9 | 16 |
| 35 | 6 | 0.8 | -0.4 | -25 |
| 36 | -1 | 0.0 | -17 | 0 |
| 37 | 8 | 0.2 | 0.2 | 2 |
| 38 | 3 | . | -1.2 | 2 |
| 39 | 18 | . | 1.3 | -11 |
| 40 | 24 | . | -3.0 | -2 |
| 41 | -2 | . | -1.3 | . |
| 42 | 7 | 0.2 | -1.0 | -3 |
| 43 | 5 | 1.3 | 0.2 | -6 |
| 44 | 20 | -0.3 | -5.0 | -14 |
| 45 | 12 | . | -3.4 | -4 |
| 46 | -6 | -10 | -0.4 | 9 |
| 47 | 8 | . | 0.3 | -11 |
| 48 | -7 | -3.2 | 0.7 | 3 |

Gathered by group, the entries above containing an NH in an aromatic ring (6)
| # | SMILES | CCHF vOTU inh | Anthrax LF prot | PfHsp40 yeast | BoNT-F LC inh | BoNT A protease |
| --- | --- | --- | --- | --- | --- | --- |
| 3 | CCOC(=O)c1c(C)[nH]c(C(=O)NCCc2ccc(OC)c(OC)c2)c1C | 9 | -6 | -0.8 | -7 | 0.2 |
| 6 | CCCCn1c(N)c(N(CC(C)C)C(=O)C2=NN(c3ccccc3)C(=O)CC2)c(=O)[nH]c1=O | 13 | -4 | 0.6 | 8 | 0.5 |
| 30 | CCCn1c(=O)[nH]c2ccccc21 | -1 | -4 | -0.8 | -6 | -0.3 |
| 32 | O=C(O)c1cc(-c2ccc(Cl)cc2)n[nH]1 | -8 | -2 | 0.4 | 0 | -0.6 |
| 36 | Cc1[nH]c2ccccc2c1C(=O)COC(=O)c1ccccc1O | 9 | 0 | -0.9 | -2 | -0.9 |
| 41 | CCc1nc(C(N)=O)c2[nH]c(=O)n(-c3ccc(OC)cc3OC)c2n1 | . | 0 | -1.1 | -3 | 0.8 |

| # | Yp Topo-I inh | TcdB GH inh | FadD28 FP inh | PrPC TRFRET |
| --- | --- | --- | --- | --- |
| 3 | -1 | 0.6 | -2.3 | 4 |
| 6 | 2 | 0.3 | -0.7 | -4 |
| 30 | -3 | . | -3.3 | 8 |
| 32 | 2 | . | -4.3 | 2 |
| 36 | -1 | 0.0 | -17 | 0 |
| 41 | -2 | . | -1.3 | . |
